# High-throughput results: PubChem, several laboratories
# M. tuberculosis GlmU – inhibition of mycobacterial GlmU enzyme – biochemical, glucosamine-1-phosphate acetyltransferase (AID 1376). Bifunctional protein GlmU (Mycobacterium tuberculosis (strain ATCC 25618 / H37Rv)). 0.25% of 220,000 active. inhibition, %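 (tested at 30 µM in the primary screen)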, or IC50 in µM where a hit was titrated. M. tuberculosis GlmU acetyltransferase enzyme assay; higher % means a stronger effect; in the data active means inhibition above about 13%;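 further: 0% = complete reaction with vehicle and 100% = reaction without substrate; strong numbers were not always called active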
# Mtb RmlCD inh – M. tuberculosis RmlC/RmlD coupled enzyme inhibitors, primary screen, biochemical, compound mixtures, 384-well, from 1536-well plates; dTDP-4-dehydrorhamnose reductase (Mycobacterium tuberculosis (strain ATCC 25618 / H37Rv)) …; RmlC+RmlD coupled enzyme assay, percent inhibition; primary screen in compound mixtures; inhibition, % at 3.6 µM; 0.03% of 160,000 active; in the data active means inhibition mostly above about 34%, no sharp cut-off; further: some results filed as inactive read as strong as hits
# Target sequence (P9WH09 whole entry, looked up): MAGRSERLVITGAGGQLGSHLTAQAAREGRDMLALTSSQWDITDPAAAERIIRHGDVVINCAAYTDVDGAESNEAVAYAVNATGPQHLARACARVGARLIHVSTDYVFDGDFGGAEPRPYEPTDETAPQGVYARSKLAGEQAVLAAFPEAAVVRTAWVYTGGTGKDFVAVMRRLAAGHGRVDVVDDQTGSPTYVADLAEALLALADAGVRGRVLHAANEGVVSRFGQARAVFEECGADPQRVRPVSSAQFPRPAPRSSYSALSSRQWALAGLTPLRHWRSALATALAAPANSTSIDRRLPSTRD
# Target sequence (P9WH11 whole entry, looked up): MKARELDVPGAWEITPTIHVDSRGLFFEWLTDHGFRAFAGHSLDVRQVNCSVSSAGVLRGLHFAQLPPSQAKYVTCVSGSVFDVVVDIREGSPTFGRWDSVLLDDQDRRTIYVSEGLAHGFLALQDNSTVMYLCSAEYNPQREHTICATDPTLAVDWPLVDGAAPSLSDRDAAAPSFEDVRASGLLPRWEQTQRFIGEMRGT
# * hit, by the source's call; · = not tested or not shown. Not all compounds are listed (hit frequency here may not be typical).
structure | M. tuberculosis GlmU | Mtb RmlCD inh
CC(=O)OC1C2CCC1C(N1CCCC1)CC2 (stereo unspecified) | -1.9% | -8.8
COc1ccc(NC(=S)N2CCC(N(C)CCN3CCOCC3)CC2)cc1Cl | -0.5% | -10.6
COc1ccc(/C=N/NC(=O)c2ccc(N(C)S(=O)(=O)c3ccccc3)cc2)cc1 | -1.9% | -4.2
Cc1nc(C(Cl)(Cl)Cl)nc2[nH]ccc(=O)c12 | -0.5% | -7.5
COc1ccc(NC(=O)C(CC(=O)O)Cc2ccc(C)cc2)cc1 (stereo unspecified) | 2.6% | -4.7
Cc1cc(/C=N/NC(=O)c2cccnc2)c(C)n1CC(C)C | 2.6% | ·
Nc1cc(=O)[nH]c(SCC(=O)Nc2ccc(S(=O)(=O)N3CCOCC3)cc2)n1 | 3.3% | -3.2
CCOC(=O)C(C)Sc1nnc(CSc2nc3nc(C)cc(C)n3n2)o1 (stereo unspecified) | 3.7% | 6.4
O=C(Cn1cc(C(F)(F)F)ccc1=O)Nc1cccc(S(=O)(=O)N2CCOCC2)c1 | 0.9% | 8.4
CCN(CC)CCCN(Cc1cc2cc(OC)ccc2[nH]c1=O)C(=O)Nc1ccccc1 | -0.5% | 4.3
COC(=O)[C@@]1(Cc2ccc(OC)cc2)[C@H]2c3cc(C(=O)N(C)C)n(CCSCCO)c3C[C@H]2CN1C(=O)c1ccccc1 | 0.1% | ·
O=c1[nH]c(Nc2ccccc2)cc2cc(Br)ccc12 | 1.1% | ·
O=c1ccc(-c2nc3cc(Cl)ccc3n2Cc2ccccc2)c[nH]1 | -2.9% | 12.1
CCOc1ccc(NCC(=O)N/N=C/C=C/c2ccccc2)cc1 | -5.0% | ·
COc1ccc2c(c1)c1ncnc(N3CCN(Cc4ccc5c(c4)OCO5)CC3)c1n2C | 0.7% | 14.6
Cc1nc(CCNC(=O)Cc2ccc(F)cc2)cs1 | -0.6% | 5.5
CCOC(=O)c1[nH]c(C)c(C(=O)c2ccc(C)cc2)c1C | -0.3% | 5.5
CN(CCCNC(=O)C1CCCN(S(=O)(=O)c2cnc[nH]2)C1)c1ccccc1 (stereo unspecified) | -1.8% | -5.8
O=C(Cc1ccc(F)cc1)NCc1cccnc1 | 1.7% | -10.4
CCNc1cc(N2CCNCC2)ccc1[N+](=O)[O-] | -3.1% | -3.7
Cn1cnc([N+](=O)[O-])c1Sc1n[nH]c(N)n1 | -1.5% | -2.5
NS(=O)(=O)c1cccc(NC(=O)/C=C/c2cccs2)c1 | -3.3% | ·
COCCNc1ncnc2nc[nH]c12 | -3.6% | 1.4
COc1c(O)ccc2c1CN1CCc3cc4c(cc3C1C2)OCO4 (stereo unspecified) | 0.3% | ·
CCC1(c2ccccc2)NC(=S)N(c2ccc(C)cc2)N1 (stereo unspecified) | 2.9% | 2.8

# Continuation:
structure | M. tuberculosis GlmU | Mtb RmlCD inh
Cc1nc(NCc2cccnc2)c2c3c(sc2n1)CC(C)CC3 (stereo unspecified) | 1.1% | ·
COc1ccc(OCC(=O)Nc2cccc(OC)c2)cc1 | 4.1% | -2.6
Cc1cc(C)n2nc(C(=O)Nc3ccc4c(c3)CCC4)nc2n1 | 1.6% | 9.9
O=C(O)c1[nH]nc2c1COc1ccccc1-2 | -1.3% | 6.5
CC(=O)C1=C(O)C(=O)N(CO)C1c1ccccc1F (stereo unspecified) | 4.5% | 28.5
N#Cc1c(Oc2ccc3ccccc3c2)sc(C(=O)c2ccccc2)c1N | -2.9% | -49.5
CC(Nc1cccc2ccccc12)C(=O)N/N=C/c1ccccn1 (stereo unspecified) | -0.7% | ·
O=C1C=CCC(/C=C/c2ccccc2)O1 (stereo unspecified) | 0.5% | ·
Cc1noc(C)c1CS(=O)(=O)Cc1ccc(Cl)cc1 | -1.6% | 13.7
CC(=O)c1ccccc1NC(=O)COC(=O)c1ccc2c(c1)nc(C)n2-c1ccccc1 | 2.3% | ·
CCOc1ccc(NC(=O)N2CCN(Cc3ccc4c(c3)OCO4)CC2)cc1 | -7.2% | ·
CC(=O)Nc1ccc(S(=O)(=O)c2c(N)n(CCN3CCOCC3)c3nc4ccccc4nc23)cc1 | -1.9% | ·
CCN(CC)c1ccc(N2C(=O)C3CCCCC3C2=O)cc1[N+](=O)[O-] (stereo unspecified) | 0.1% | -11.9
Cc1cc(C)nc(NC(=O)Nc2ccccc2C(F)(F)F)n1 | -0.7% | 9.3
O=C(NCCCn1ccnc1)c1ccncc1 | 6.0% | 2.8
CC(C)(C)C1CCC2(CC1)CC(=O)c1ccccc1O2 (stereo unspecified) | 0.5% | ·
COC(=O)c1cc(C(C)=O)c(C)[nH]c1=O | 8.6% | -15.1
O=C(NN=C(Cc1ccccc1)Cc1ccccc1)c1ccncc1 | -3.8% | -9.5
N/C(=N\OC(=O)CC1CCCCC1)c1cccnc1 | -0.2% | ·
C/C(CC(=O)Nc1ccc(F)cc1)=N\NC(=O)Cc1csc(N)n1 | 0.5% | 2.9
COc1ccc(CC(=O)O/N=C(\N)c2ccccn2)cc1 | 3.5% | ·
CN(Cc1ccccc1)c1nc(N)c([N+](=O)[O-])c(Nc2cccc(F)c2)n1 | 3.0% | -8.9
Cc1sc2nc(CN(Cc3ccccc3)C(=O)NC3CCCCC3)[nH]c(=O)c2c1C | -3.4% | ·
Cc1c(C=O)c(=O)n(-c2ccccc2)n1-c1ccccc1 | -1.2% | ·
Cc1ccc(NC2OC(CO)C(O)C2O)cc1[N+](=O)[O-] (stereo unspecified) | -1.9% | ·

# Gathered by group, the entries above with an aryl thioether with sulfur outside any ring (three)
structure | M. tuberculosis GlmU | Mtb RmlCD inh
Nc1cc(=O)[nH]c(SCC(=O)Nc2ccc(S(=O)(=O)N3CCOCC3)cc2)n1 | 3.3% | -3.2
CCOC(=O)C(C)Sc1nnc(CSc2nc3nc(C)cc(C)n3n2)o1 (stereo unspecified) | 3.7% | 6.4
Cn1cnc([N+](=O)[O-])c1Sc1n[nH]c(N)n1 | -1.5% | -2.5

# Further results
structure | M. tuberculosis GlmU | Mtb RmlCD inh
COc1ccc(S(=O)(=O)c2c(N)n(Cc3ccco3)c3nc4ccccc4nc23)cc1 | 5.8% | ·
O=C(Nc1cccc(F)c1)c1cc(S(=O)(=O)N2CCOCC2)cs1 | -4.9% | 2.4
CC(C(=O)NCc1ccccn1)N1C(=O)c2ccccc2C1=O (stereo unspecified) | -1.2% | 24.0
CCN(c1ccccc1)S(=O)(=O)c1ccc(C(=O)Nc2nnc(COC)o2)cc1 | 0.1% | ·
CCOC(=O)/C(C#N)=C/C1=C(N2CCCC2)CC(C)(C)OC1 | 2.0% | 16.0
CC(C)Oc1ccccc1OCCCOc1cccc2cccnc12 | 0.9% | -13.4
COc1ccc2nc(/C=N/NC(=O)[C@H](C)NC(=O)OC(C)(C)C)ccc2c1 | -0.1% | 3.3
CC(Oc1ccc(Br)cc1)C(=O)Nc1ccncc1 (stereo unspecified) | 1.1% | -2.7
CCOC(=O)c1nnn(-c2nonc2N)c1CSc1ccccc1 | 0.9% | 38.9
Cc1ccc(NC(=O)Cn2c(C)cc(C)c(C#N)c2=O)c(Cl)c1 | -1.5% | 4.6
COc1ccc(C2CC2/C(=N/O)c2ccccc2)cc1 (stereo unspecified) | -0.9% | -2.2
Cc1ccc(NS(=O)(=O)c2ccc(Br)s2)nc1 | 3.8% | ·
CCn1cnc2c1c(=O)n(Cc1nnc3n1-c1ccccc1SC3)c(=O)n2Cc1ccccc1 | 4.6% | 9.6
COc1cc(/C=C(\C#N)c2nc3ccccc3[nH]2)ccc1OC(=O)c1ccco1 | -4.6% | ·
Nc1ccc(C(=O)c2cccs2)cc1[N+](=O)[O-] | -2.4% | -9.0
COc1ccc2nc(C)c(C(=O)NN)cc2c1 | 2.4% | 14.3
CCN(CC)C(=O)Cn1cc(C(=O)C(=O)NCC2COc3ccccc3O2)c2ccccc21 (stereo unspecified) | · | 1.9
COc1ccc2c(c1)oc(=O)c1c3ccccc3[nH]c21 | 2.6% | -9.1
CC(CCc1ccccc1)NC(=O)CN1CCN(c2ccccc2)CC1 (stereo unspecified) | -3.4% | ·
NC(=S)n1[nH]c(-c2ccc([N+](=O)[O-])cc2)c(N=Nc2cccc(Cl)c2)c1=O | 0.6% | 9.0
CCNc1nnc(-c2ccccc2OC)s1 | 7.0% | 5.2
Cc1cc(C)cc(OCC(=O)N(Cc2ccc(N(C)C)cc2)C2CCS(=O)(=O)C2)c1 (stereo unspecified) | 3.5% | -5.6
O=C(NCc1ccco1)c1ccc(COc2ccccc2Cl)cc1 | 1.3% | ·
CCC(=NCc1cc(OC)cc(OC)c1)c1c(O)[nH]c(=O)[nH]c1=O | 8.1% | -6.2
Cn1c(CCNC(=O)c2cccs2)n[nH]c1=S | -6.3% | 14.6

# Entries listed so far that have bromine, in the order listed:
structure | M. tuberculosis GlmU | Mtb RmlCD inh
O=c1[nH]c(Nc2ccccc2)cc2cc(Br)ccc12 | 1.1% | ·
CC(Oc1ccc(Br)cc1)C(=O)Nc1ccncc1 (stereo unspecified) | 1.1% | -2.7
Cc1ccc(NS(=O)(=O)c2ccc(Br)s2)nc1 | 3.8% | ·

# (continued)
structure | M. tuberculosis GlmU | Mtb RmlCD inh
N/C(=N\OC(=O)Oc1ccccc1)c1ccc(Br)cc1 | 2.5% | ·
Cc1cccc(-n2c(N)cc(=O)nc2SCC(=O)Nc2nnc(CC(C)C)s2)c1 | · | 3.7
CC(CNC(=O)c1cccs1)c1ccc([N+](=O)[O-])cc1 (stereo unspecified) | 1.8% | -4.4
COC(=O)c1cc(NC(=O)CN(c2cccc(OC)c2)S(=O)(=O)c2ccccc2)ccc1Cl | -7.3% | 30.8
O=C(N/N=C/c1ccc([N+](=O)[O-])cc1)c1c[nH]c2ccccc12 | -0.5% | 0.2
CCOC(=O)N1CCC(N2CCCC(C(=O)c3cccc(OC(C)C)c3)C2)CC1 (stereo unspecified) | -5.7% | ·
O=C1C2C(C(=O)N1c1ccc3c(c1)OCO3)C1C=CC2C12CC2 (stereo unspecified) | -1.9% | ·
Cc1cccc2c(C(=O)O)cc(-c3cccnc3)nc12 | 1.0% | -13.1
CC1=NN(C(=O)COc2ccccc2C)C(O)(c2ccc(Cl)cc2)C1 (stereo unspecified) | -0.1% | -10.1
CS(=O)(=O)N(CC(=O)N1CCc2ccccc2C1)c1ccc2c(c1)OCO2 | 0.0% | ·
Oc1ccc(/C=N/Nc2ccc3ccccc3c2)c(O)c1 | -1.4% | -14.3
CC(=O)Nc1nc(-c2ccc(Br)s2)cs1 | 7.2% | ·
Cc1cc(NC(=O)CSc2nnnn2C2CCCC2)no1 | 0.3% | 12.4
CCC(NS(=O)(=O)c1c(C)[nH]c(=O)[nH]c1=O)C12CC3CC(CC(C3)C1)C2 (stereo unspecified) | -2.1% | ·
CCOC(=O)/C(C#N)=C/c1cn(CCOc2ccc(OC)cc2)c2ccccc12 | 3.1% | ·
COC(=O)c1ccsc1NC(=O)c1ccc2c(c1)OCCO2 | 1.1% | ·
COc1ccc(N2C3=C(CC4=C2CCCC4=O)C(=O)CCC3)cc1 | 4.6% | ·
CC1Cc2ccccc2N1C(=O)C1CCN(S(=O)(=O)c2cccs2)CC1 (stereo unspecified) | -1.1% | ·
CCN(CC(=O)NCc1cccs1)c1ccc(S(=O)(=O)N2CCCC2)cn1 | 7.1% | 0.4
N#Cc1c(-c2ccccc2)ccn(Cc2ccc(Cl)cc2)c1=O | 1.5% | -9.8
CCCCN(C)CCCNC(=O)c1cc(=O)[nH]c2ccc(S(=O)(=O)N3CCCCC3C)cc12 (stereo unspecified) | 1.1% | 3.8
O=C(CN(Cc1ccccc1)S(=O)(=O)c1ccccc1)N/N=C/c1ccc([N+](=O)[O-])cc1 | 2.6% | -24.0
CCOc1ccc(OCCN2C(=O)NC(Cc3c[nH]c4ccccc34)C2=O)cc1 (stereo unspecified) | 0.3% | ·
COc1ccc(CCNC(=O)CSc2ccc3ccccc3c2)cc1OC | 1.7% | -4.7
O=C(c1sc2ccccc2c1Cl)N1CCN(c2ccccc2F)CC1 | -9.9% | ·

# The list goes on:
structure | M. tuberculosis GlmU | Mtb RmlCD inh
COc1ccc(C(=S)N2CCCCC2)cc1Br | -2.3% | 3.6
CS(=O)(=O)N(Cc1ccccc1Cl)c1ccc(C(=O)NCc2ccccn2)cc1 | 3.3% | ·
O=C(/C=C/c1cccnc1)c1ccc(O)cc1 | -5.0% | -15.2
COc1ccc2c(C)cc(SCC#N)nc2c1 | -0.2% | 5.1
CCC(=O)Nc1ccc(C(=O)CSc2nc(N)cc(N)n2)cc1 | 1.2% | 13.3
CC(=O)Nc1ccc(S(=O)(=O)C(C#N)c2nc3ccccc3nc2NCCO)cc1 (stereo unspecified) | · | -6.4
CCOc1ccc(-n2c(=O)[nH]cc(C(=O)N3CCc4ccccc43)c2=O)cc1 | -2.0% | 0.9
CSc1nnc(C)c(/C=C/NOCc2cccc(F)c2)n1 | -2.4% | ·
CCOC(=O)N1CCC(NC(=O)Cn2cc3c(n2)CCCC3)CC1 | 0.4% | 6.9
Nc1ccccc1C(=O)N(Cc1ccccc1)Cc1ccccc1 | 1.3% | -6.5
Nc1cc(Oc2ccc(F)cc2F)cc([N+](=O)[O-])c1 | 4.1% | 7.3
Cc1cccc2nc(-c3cccc(NC(=O)Cc4ccccc4)c3)cn12 | -3.3% | ·
CCN(CC)C(=O)CSc1nc(N)c(C(=O)Nc2ccc(OC)cc2)s1 | -2.7% | -2.2
CCOC(=O)c1cnc(-n2[nH]c(C)cc2=O)[nH]c1=O | -0.4% | -3.6
COc1ccc(OC)c(CN2C(=O)c3ccccc3C2C(=O)NCC2CCCO2)c1 (stereo unspecified) | -0.7% | -6.9
